proCasp7 act = counter-screen: procaspase-7 (human) activation; AID 463210; activation, % at 8.5 µM; P55210; recombinant procaspase-7, Ac-DEVD-pNA absorbance 405 nm; D23A/D198A/D206A triple mutant, cannot self-cleave; scale: DMSO 0, 5 µM enzyme 100; 330,000 compounds, 0.093% hits;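 active = percent activation above the screen-wide mean plus 3 SD, cut at about 25% in these data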
Target sequence (P55210 whole entry D23A/D198A/D206A): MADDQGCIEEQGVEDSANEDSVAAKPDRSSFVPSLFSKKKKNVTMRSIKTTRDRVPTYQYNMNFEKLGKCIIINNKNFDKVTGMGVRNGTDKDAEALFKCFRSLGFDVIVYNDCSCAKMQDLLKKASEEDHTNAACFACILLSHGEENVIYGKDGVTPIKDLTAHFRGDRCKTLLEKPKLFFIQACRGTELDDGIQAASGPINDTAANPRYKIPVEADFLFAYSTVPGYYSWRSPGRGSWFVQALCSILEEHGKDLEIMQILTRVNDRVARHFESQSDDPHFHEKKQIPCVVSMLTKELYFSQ
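System: Uncleavable procaspase-7 mutant enzyme; Amount: 2 µM procaspase-7 mutant as dispensed; Schedule: 1 h compound preincubation, 2 h substrate cleavage, 25 °C; Measured by: 405 nm absorbance of p-nitroaniline; Evaluation: percent activation from buffer-corrected 0–120 min absorbance change; Control set: low DMSO alone, high DMSO plus 5 µM PC-7.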
AHR activator = activators of human aryl hydrocarbon receptor; P35869; AHR-responsive luciferase reporter cells, luminescence; activation, % at 5 µM; 320,000 compounds, 2.5% hits; AID 2796; in the data active = activation above about 47%;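 also: 0% = vehicle wells and 100% = reference agonist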
MEP2-GFP yeast = modulators of TOR pathway MEP2-GFP in S. cerevisiae; GFP response vs DMSO, % at 10 µM; S. cerevisiae MEP2-GFP strain, flow cytometry GFP, 3 h; 100% = DMSO control level; 330,000 compounds, 0.51% hits; AID 2016;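 active = GFP response versus DMSO above a set limit, roughly screen mean plus 3 SD, cut at about 180% in these data; inconclusive = fewer than 70 cells counted for a yeast strain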;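 also: median GFP fluorescence of the barcode-gated MEP2-GFP cells per well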
RPL19A TOR yeast = modulators of TOR pathway RPL19A-GFP in S. cerevisiae | percent response vs DMSO, % at 10 µM | 330,000 compounds, 0.3% hits | AID 2025 | S. cerevisiae RPL19A-GFP strain, flow cytometry, 3 h; stronger effect = lower value;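 active = percent response vs DMSO below 50%; inconclusive = fewer than 70 events counted for the yeast strain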;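 also: median channel GFP fluorescence of the barcoded RPL19A-GFP strain; ratio of sample median GFP to plate DMSO average so 100% = DMSO; lower means less RPL19A-GFP as with rapamycin TOR inhibition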
procasp3 activ = activates human procaspase-3; recombinant procaspase-3 D3A, Ac-DEVD-pNA absorbance 405 nm; AID 463141; activation, % at 8.5 µM; 330,000 compounds, 0.11% hits;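 active = activation above the mean of all tested compounds plus 3 SD, cut at about 21% in these data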;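 also: 0% = DMSO alone and 100% = DMSO wells spiked with extra 5 µM PC-3 D3A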
Target sequence (P42574 whole entry D9A/D28A/D175A): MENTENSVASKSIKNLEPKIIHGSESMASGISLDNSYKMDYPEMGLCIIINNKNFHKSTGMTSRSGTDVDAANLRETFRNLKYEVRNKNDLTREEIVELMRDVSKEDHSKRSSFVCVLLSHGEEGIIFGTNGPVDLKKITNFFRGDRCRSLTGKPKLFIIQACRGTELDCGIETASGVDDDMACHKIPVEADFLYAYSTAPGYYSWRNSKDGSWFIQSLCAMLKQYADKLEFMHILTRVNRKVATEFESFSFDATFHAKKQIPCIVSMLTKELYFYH
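Test system: Procaspase-3 D3A mutant; medium: Zinc-free HEPES/NaCl buffer with 0.01% Triton X-100 at pH 7.4; reagent: DEVD-pNA substrate; doses: one concentration, 8.5 µM nominal, 0.8% DMSO; times: 1 h preincubation plus 2 h reaction at 25 °C; signal: Epi-absorbance at 405 nm of released p-nitroaniline, 0 and 120 min; replicates: singlicate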
LAP4-GFP MLPCN = modulators of TOR pathway LAP4-GFP in S. cerevisiae | GFP response vs DMSO, % at 10 µM | S. cerevisiae LAP4-GFP multiplex, flow cytometry GFP, 3 h; median GFP as percent of DMSO wells | 320,000 compounds, 0.34% hits;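 active = GFP response vs DMSO above a set limit, about the screen mean plus 3 SD, cut at about 150% in these data; inconclusive = under 70 cell events counted for the yeast strain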
CR mimetic SO = lowers age-related superoxide in aged yeast cells. 330,000 compounds, 0.18% hits. superoxide response (% of plate mean), % at 10 µM. S. cerevisiae aged cells, superoxide DHE fluorescence; stronger effect = lower value. AID 2690;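 active = superoxide response under a set limit, about three screen SD below normal, cut at about 65% in these data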;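 also: yeast aged for seven days with compound at 30 °C before DHE staining; 100% = average MFI of all compound-treated wells on the plate with controls excluded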
GASC-1 inh = inhibitors of human GASC-1 (JMJD2C) demethylase; GST-JMJD2C(1-420) H3K9me3 demethylation, DELFIA europium; Q9H3R0; AID 2099; 330,000 compounds, 0.069% hits; inhibition, % at 2.35 µM;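 active = more than half of a compound's replicate wells show inhibition beyond 50%, single wells judged on their own value; inconclusive = some, but no more than half, of replicates pass 50% inhibition; inactive = no replicate passes 50% inhibition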;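 also: signal counts dimethyl H3K9 product captured on neutravidin plate; 0% = median of DMSO wells and 100% = 0.3 times that DMSO median; strong numbers were not always called active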
Target sequence (Q9H3R0 1-420 limits assumed): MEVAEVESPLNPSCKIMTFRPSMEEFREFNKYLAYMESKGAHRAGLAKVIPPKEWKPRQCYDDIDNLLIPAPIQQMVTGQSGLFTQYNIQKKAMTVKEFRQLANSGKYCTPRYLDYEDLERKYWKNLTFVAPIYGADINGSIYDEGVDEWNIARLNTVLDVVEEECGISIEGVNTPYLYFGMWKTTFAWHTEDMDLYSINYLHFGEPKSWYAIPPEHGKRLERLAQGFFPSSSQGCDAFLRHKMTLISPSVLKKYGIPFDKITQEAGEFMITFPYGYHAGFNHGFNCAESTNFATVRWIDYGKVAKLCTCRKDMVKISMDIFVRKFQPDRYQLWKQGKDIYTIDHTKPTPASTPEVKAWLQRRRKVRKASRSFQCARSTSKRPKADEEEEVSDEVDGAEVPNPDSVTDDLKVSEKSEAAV
* marks the source's active call; other numbers are inactive results; u = inconclusive; x = no result given.

SMILES | proCasp7 act | AHR activator | MEP2-GFP yeast | RPL19A TOR yeast | procasp3 activ | LAP4-GFP MLPCN | CR mimetic SO | GASC-1 inh
CC(C)CCNC(=O)C12CN(Cc3ccccc3)CC1C(c1ccc([N+](=O)[O-])cc1)=NO2 (stereo unspecified) | -18 | 0 | 102 | 95 | -11 | 95 | 100 | -1
CSc1nc(C)c(Cc2ccccc2)c(=O)[nH]1 | 9 | 1 | 108 | 98 | 6 | 111 | 96 | 51
O=C(Nc1nnc(-c2ccco2)o1)c1cccc(Cl)c1 | -5 | 2 | 107 | 92 | 2 | 105 | 131 | -6
Cc1cc(=O)n2nc(N3CCC(C(=O)NCc4ccc(Cl)cc4)CC3)sc2n1 | -2 | -2 | 85 | 94 | 2 | 80 | 130 | 2
S=c1[nH]nc(-c2ccc(Cl)cc2Cl)n1-c1ccc2c(c1)OCCO2 | -15 | -2 | 102 | 95 | -23 | 105 | 118 | -1
Cc1ccc(/C(N)=N/OC(=O)COc2ccc(Cl)c(C)c2)cc1 | -2 | 3 | 98 | 104 | -3 | 89 | 102 | 6
CCOC(=O)C1CCN(CC(O)COCc2ccc3c(c2)OCO3)CC1 (stereo unspecified) | 16 | 3 | 91 | 95 | 17 | 104 | 81 | -1
CC(=O)c1ccc(NC(=O)C2CCC(C)NC2=O)cc1 (stereo unspecified) | 13 | -1 | 89 | 98 | -3 | 86 | 92 | 4
CC1(C)C(C#N)=C(N)OC2=C1C(=O)CCC2 | -6 | 1 | 97 | 95 | -1 | 95 | 103 | 0
O=C(NCc1ccco1)c1cccc(NS(=O)(=O)c2ccccc2F)c1 | 2 | -2 | 103 | 104 | 4 | 93 | 96 | -6
CCOC(=O)N1CCC(NC(=O)C2CCN(c3nc(-c4ccc(OC)cc4)no3)CC2)CC1 | 4 | 0 | 102 | 101 | 8 | 102 | 102 | 2
COc1ccc(CN(CC(=O)NC2CCCC2)C(=O)c2onc(C(N)=O)c2N)cc1 | 7 | 3 | 96 | 97 | 0 | 95 | 87 | 0
O=C(c1sc2ccccc2c1Cl)N(Cc1ccccc1Cl)C1CCS(=O)(=O)C1 (stereo unspecified) | 4 | 0 | 101 | 100 | 1 | 99 | 101 | -9
CCc1ccc(NC(=O)Nc2cccs2)cc1 | 7 | -1 | 100 | 89 | -1 | 116 | 111 | 4
Cc1cc(Oc2ccccc2)nc(-c2ccccc2O)n1 | 3 | 3 | 105 | 101 | -1 | 111 | 95 | 3
CCCc1cc(=O)[nH]c(SCc2ccc(C#N)cc2)n1 | -3 | -2 | 101 | 101 | 4 | 97 | 93 | 5
O=C(COC(=O)c1ccccc1F)Nc1cc(S(=O)(=O)N2CCOCC2)ccc1N1CCCC1 | 0 | 8 | 98 | 100 | 0 | 99 | 94 | -13
COc1cccc(N(C(=O)c2ccn[nH]2)C2(C(=O)Nc3c(C)cccc3C)CCCCC2)c1 | 1 | 3 | 100 | 95 | 5 | 93 | 87 | x
CC1(C)CC2CC(C)(CN2S(=O)(=O)c2cccc(C(N)=O)c2)C1 (stereo unspecified) | 9 | -1 | 99 | 93 | 0 | 96 | 99 | 1
CSc1nnc(SCC#N)s1 | 6 | 0 | 91 | 92 | -9 | 96 | 90 | 13
Cc1ccc(S(=O)(=O)NN)c(C)c1N1CCCC1=O | 2 | 0 | u | u | -1 | u | 118 | -1
O=C(COc1ccccc1)Nc1ncn[nH]1 | 2 | -1 | 98 | 99 | -3 | 97 | 116 | -7
CCOc1ccc(S(=O)(=O)N(C)CC(=O)NC2CC2)cc1 | -10 | 0 | 109 | 111 | 2 | 84 | 107 | 9
CN1C(=O)c2ccc(C(=O)Nc3ccc(Br)cn3)cc2C1=O | 11 | 0 | 109 | 118 | -3 | 76 | 123 | -6
O=C(O)CC/C(=C\c1cccc(NC(=O)c2ccccc2Cl)c1)c1nc2ccccc2s1 | 5 | 3 | 100 | 105 | -4 | 101 | 122 | -14
Cn1c(Cc2cccs2)nnc1SC/C=C/c1ccccc1 | 4 | -1 | 104 | 105 | 0 | 105 | 100 | 8
Cc1cc(C)c2nc(-c3cccnc3)cc(C(=O)NC(C)c3cnn(C)c3C)c2c1 (stereo unspecified) | 13 | 7 | 99 | 101 | -3 | 102 | 104 | 9
Cc1ccc(C(C(=O)NC2CCCC2)N(C(=O)CNC(=O)c2cccs2)c2cccnc2)o1 (stereo unspecified) | 11 | 1 | 104 | 98 | 4 | 98 | 107 | 2
COc1cc(C2C(C(=O)OC(C)C)=C(C)Nc3ncnn32)cc(OC)c1OC (stereo unspecified) | 7 | 2 | 102 | 95 | -4 | 95 | 117 | 7
COc1ccccc1CNCC(=O)N1CC(=O)Nc2ccccc21 | -7 | 60* | 69 | 105 | -2 | 108 | 105 | 0
COC(CNC(=O)C1CCCN(S(=O)(=O)c2ccc3c(c2)oc(=O)n3C)C1)OC (stereo unspecified) | 1 | -1 | 104 | 100 | 9 | 100 | 107 | 2
CC1CCN(C(=O)CSc2nnc(-c3ccc(S(=O)(=O)N4CCOCC4)cc3)n2C)CC1 | -4 | -1 | 97 | 98 | 8 | 96 | 100 | 9
CN(C(=O)CSc1nc2scc(-c3ccccc3)c2c(=O)[nH]1)c1ccccc1 | -29 | 15 | 95 | 98 | -5 | 105 | 99 | -11
NC(=O)Nc1ccc(C(=O)OCC(=O)Nc2cccc(S(=O)(=O)NC3=NCCC3)c2)cc1 | -4 | -2 | 93 | 78 | 6 | 89 | 105 | x
CC1(NC(=O)c2cc(Cl)nc3ccccc23)CCS(=O)(=O)C1 (stereo unspecified) | 0 | 2 | 99 | 97 | 4 | 104 | 79 | -5
Cc1cc(/C=C2/NC(=O)N(Cc3ccccc3F)C2=O)c(C)n1C | -3 | 76* | 100 | 102 | 6 | 97 | 91 | -20
Cc1ccc(S(=O)(=O)N2CCC(C(=O)OCC(=O)NC3(C#N)CCCCC3)CC2)cc1C | 1 | -1 | 92 | 91 | 8 | 101 | 101 | 8
CS(=O)(=O)N(Cc1ccccc1)c1ccc(C(=O)NCc2cccnc2)cc1 | 0 | 5 | 104 | 103 | -1 | 103 | 107 | 14
COC(=O)c1ccc(C(=O)NC2CC(C)(C)Cc3c2cnn3-c2ccc(F)cc2)nc1 (stereo unspecified) | -11 | -2 | 99 | 99 | 10 | 110 | 95 | -3
CCOC(=O)c1cn(CC#N)c2cc(F)c(F)cc2c1=O | -2 | 0 | 112 | 105 | 0 | 113 | 81 | -23
O=C1c2ccccc2S(=O)(=O)c2cc(N3CCc4ccccc4C3)ccc21 | -10 | 28 | 95 | 101 | 3 | 132 | 100 | 5
CCn1cnc2sc(C(=O)Oc3cccc(C)c3)c(C)c2c1=O | -5 | 2 | 111 | 84 | 7 | 121 | 92 | 13
CCC(C)NC(=O)c1ccc(CSCc2cccc(F)c2)o1 (stereo unspecified) | -4 | 4 | 116 | 102 | 9 | 113 | 110 | -1
O=C(COC(=O)C1=NN(c2ccccc2)C(=O)CC1)Nc1ccc([N+](=O)[O-])cc1C(F)(F)F | 4 | 13 | 93 | 89 | 2 | 85 | 93 | x
Cc1ccc(N)cc1S(=O)(=O)N(C)C | -14 | 9 | 92 | 96 | -2 | 89 | 109 | -28
CCCCc1cc(=O)oc2cc(OCC(=O)N3CCOCC3)ccc12 | -12 | 11 | 105 | 102 | 1 | 99 | 101 | 1
N#Cc1ccccc1CN1C(=O)S/C(=C/c2cccn2-c2ccc(C(=O)O)cc2)C1=O | -18 | 3 | 102 | 95 | -4 | 99 | 98 | 7
Cc1nc(CS(=O)(=O)c2ccccn2)sc1C(=O)NNC(=O)c1ccccc1 | 9 | 1 | 98 | 93 | 5 | 100 | 104 | 10

An excerpt from above with just RPL19A TOR yeast and procasp3 activ:
SMILES | RPL19A TOR yeast | procasp3 activ
O=C(COc1ccccc1)Nc1ncn[nH]1 | 99 | -3
O=C1c2ccccc2S(=O)(=O)c2cc(N3CCc4ccccc4C3)ccc21 | 101 | 3
N#Cc1ccccc1CN1C(=O)S/C(=C/c2cccn2-c2ccc(C(=O)O)cc2)C1=O | 95 | -4
Cc1cc(/C=C2/NC(=O)N(Cc3ccccc3F)C2=O)c(C)n1C | 102 | 6

The list continues:
SMILES | proCasp7 act | AHR activator | MEP2-GFP yeast | RPL19A TOR yeast | procasp3 activ | LAP4-GFP MLPCN | CR mimetic SO | GASC-1 inh
COC(=O)c1c(C)[nH]c(-c2csc(N)n2)c1C | -7 | 16 | 102 | 93 | -2 | 100 | 98 | -2
CCC(C)[C@@H](C(=O)NCC1CCC(C(=O)O)CC1)n1nnc2ccccc2c1=O (stereo partly specified) | 5 | -2 | 98 | 96 | -7 | 95 | 101 | 4
CCOC(=O)C1(C)Oc2ccc(S(=O)(=O)CC)cc2NC1=O (stereo unspecified) | -2 | 1 | 104 | 117 | 3 | 101 | 94 | -17
COc1ccc(/C=c2/sc3n(c2=O)NC2(c4ccccc4)N(C)C(=O)N(C)C2(c2ccccc2)N=3)cc1 (stereo unspecified) | 1 | 1 | 96 | 96 | 9 | 95 | 89 | -13
CC1(C)NC(=O)N(CCCCOc2ccc(Cl)cc2)C1=O | -2 | 1 | 101 | 102 | -12 | 85 | 113 | -3
Clc1ccsc1-c1ccc2ccccc2n1 | -1 | 11 | 99 | 96 | 1 | 89 | 90 | u
Cc1nn(-c2ccccc2)c(C)c1/C=C/C(=O)OC(C)C(N)=O (stereo unspecified) | 5 | -2 | 104 | 108 | -4 | 102 | 113 | -1
Oc1ccc(/C=N/Nc2cccc(Cl)n2)c(O)c1 | -16 | 4 | 105 | 98 | -16 | 101 | 98 | -2
CN1C(=O)/C(=C/c2ccccc2OCc2ccc(F)cc2)N(C)C1=S | 3 | 78* | 96 | 98 | -17 | 93 | 106 | 4
Cc1occc1-c1nnc(SCC(=O)Nc2nc3ccccc3s2)o1 | -9 | 4 | 103 | 97 | -1 | 99 | 99 | 4
Cc1cnc(NC(=O)c2cncc(Br)c2)s1 | -2 | 3 | 103 | 99 | 3 | 99 | 107 | -17
O=S(=O)(NNc1ncc(C(F)(F)F)cc1Cl)c1ccccc1 | -23 | 69* | 114 | 102 | -8 | 108 | 98 | x
Cc1ccc(C)c(/C(O)=C2/C(=O)C(=O)N(CCN3CCOCC3)C2c2ccco2)c1 (stereo unspecified) | -8 | 9 | 86 | 101 | 0 | 104 | 89 | 57
COc1ccccc1Nc1ccc([N+](=O)[O-])cc1N | -6 | 4 | 102 | 101 | -10 | 100 | 95 | 5
C[C@H](CO)N1C[C@H](C)[C@@H](CN(C)S(=O)(=O)c2ccccc2)Oc2ccc(NC(=O)Cn3cnnn3)cc2C1=O | 10 | 2 | x | x | 3 | x | 93 | 17
CN1C(N)=NC(=O)/C1=C\c1ccc(Br)cc1 | 9 | 6 | 103 | 108 | 7 | 94 | 99 | -15

High-throughput results from PubChem BioAssay.
